# From PubChem
# GSK3beta inhib: human GSK3beta kinase inhibitors, primary screen, biochemical, cell-free homogeneous, HTS; Glycogen synthase kinase-3 beta (Homo sapiens), P49841; AID 2097, 2009; 0.038% of 300,000 active; GST-GSK3beta kinase, ADP-Glo luminescence, 60 min; hits give low values; activity score (negative = inhibition), % at 10 µM;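 active = more than half of replicate wells score below -50%, meaning over 50% inhibition versus plate controls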;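 note: 0% = median DMSO wells and -100% = median GW8510 positive control wells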
# Target sequence (P49841 whole entry, looked up): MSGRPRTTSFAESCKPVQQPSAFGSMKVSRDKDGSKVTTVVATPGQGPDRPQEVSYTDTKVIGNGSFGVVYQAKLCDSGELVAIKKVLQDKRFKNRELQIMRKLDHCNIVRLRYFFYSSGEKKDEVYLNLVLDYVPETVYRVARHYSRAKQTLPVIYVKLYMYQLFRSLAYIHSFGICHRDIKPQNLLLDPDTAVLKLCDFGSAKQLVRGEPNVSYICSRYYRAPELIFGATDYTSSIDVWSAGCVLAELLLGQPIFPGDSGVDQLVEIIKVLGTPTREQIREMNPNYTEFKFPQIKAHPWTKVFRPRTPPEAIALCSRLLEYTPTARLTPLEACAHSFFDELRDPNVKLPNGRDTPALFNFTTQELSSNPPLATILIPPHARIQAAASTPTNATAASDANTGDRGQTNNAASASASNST
#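 Assay system: GST-tagged human GSK3beta kinase, cell-free; Input: 1.6 ng GSK3beta; Medium: Tris/MgCl2 kinase buffer; Timing: 60 min enzyme reaction, room temperature; Signal: ADP-Glo luminescence quantifying ADP generated by kinase; Evaluation: score relative to plate controls; Benchmarks: DMSO neutral wells and GW8510 at 20 µM as positive.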
# AI-2 QS mod: Vibrio harveyi AI-2 quorum sensing modulators, primary screen, JMH597 strain, luminescence/OD600 ratio. AID 2094, 2009. Vibrio harveyi JMH597 AI-2 luminescence/OD600 ratio, 9 h; hits give low values; strain lacks LuxN and CqsS sensors; 0 = neutral-control median. activity change, % at 7.5 µM. 0.4% of 300,000 active; in the data active = activity change below about -75%, passing the limit was not always enough;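 note: luminescence divided by OD600 gain over 9 h not by final OD600 alone; inactives centre near 13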
# HIF act: HIF pathway transcriptional activators, primary screen, cell-based, U2OS HRE-luciferase, luminescence | U2OS HRE-luciferase reporter; normalized: DMSO 0%, desferrioxamine 100% | 0.32% of 300,000 active | activation, % at 7.5 µM (by protocol) | AID 1910, 2009;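 active = mean activation of at least 10% of the iron chelator positive control signal, with at least half of replicates also reaching 10%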
# HSF1 inhib: HSF1 inhibitors in luciferase reporter cells, primary screen, cell-based, NIH3T3, luminescence; 0.77% of 300,000 active; NIH3T3-HGL HSE-luciferase, MG132-induced, luminescence 8 h; hits give low values; activity change, negative = inhibition, % at 7.5 µM (by protocol); AID 2098, 2009;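 active = more than half of replicate wells show activity change below -50%, luminescence cut by over half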;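 note: luciferase reports HSF-1 transcriptional activity via heat shock element; 0% = median of DMSO wells and -100% = zero luminescence signal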
# IEC-6 cytotox: cytotoxicity in IEC-6 intestinal epithelial cells, primary screen, cytotoxicity control for KLF5 inhibitor project, cell-based, luminescence. inhibition, % at 5 µM. IEC-6 cytotoxicity, luminescence viability. 0.78% of 290,000 active; in the data active = inhibition above about 22%;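 note: 0% = plate median of test compound wells and 100% = cytotoxic reference compound wells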
# GSK3 alpha inh: blockers of GSK3A enzyme activity – biochemical, luminescence, cell-free homogeneous, HTS, primary screen | Glycogen synthase kinase-3 alpha (Homo sapiens), P49840 | GSK-3 alpha kinase, ADP-Glo luminescence, 60 min | inhibition, % at 10 µM | 0.1% of 320,000 active | AID 2650, 2010;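 in the data active = inhibition above about 50%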;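 note: GST-tagged GSK-3 alpha with peptide substrate and 25 µM ATP; 0% = DMSO neutral wells and 100% = GW8510 positive control wells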
# Target sequence (P49840 whole entry, looked up): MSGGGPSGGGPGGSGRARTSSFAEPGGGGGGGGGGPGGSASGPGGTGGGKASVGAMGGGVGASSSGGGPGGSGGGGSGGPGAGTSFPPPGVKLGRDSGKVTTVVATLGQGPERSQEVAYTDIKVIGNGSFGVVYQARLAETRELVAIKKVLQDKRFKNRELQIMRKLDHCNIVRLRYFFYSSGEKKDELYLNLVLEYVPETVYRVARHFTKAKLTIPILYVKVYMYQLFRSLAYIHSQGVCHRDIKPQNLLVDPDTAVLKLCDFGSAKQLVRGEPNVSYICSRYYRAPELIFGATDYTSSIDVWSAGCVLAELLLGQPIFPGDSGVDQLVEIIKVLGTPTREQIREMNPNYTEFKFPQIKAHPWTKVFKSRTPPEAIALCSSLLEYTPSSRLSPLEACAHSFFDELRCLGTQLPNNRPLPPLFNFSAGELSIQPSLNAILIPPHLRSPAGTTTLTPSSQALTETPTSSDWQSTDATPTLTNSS
# aSyn UTR inh: MLPCN primary screen, SNCA 5' untranslated region | inhibition, % (tested at 7.5 µM) | 0.82% of 300,000 active | alpha-synuclein 5'UTR reporter, inhibitor activity | AID 1813, 2009; in the data active = inhibition above about 60%;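 note: H4 neuroglioblastoma cells stably carrying SNCA 5'UTR luciferase fusion; 0% = DMSO wells and 100% = positive control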
# HSP90 inh: HSP90 inhibitors, primary screen, cell lysate, luminescence. Heat shock protein HSP 90 (rabbit reticulocyte lysate; luciferase refolding). Rabbit reticulocyte lysate, luciferase refolding luminescence, 3 h. inhibition, % at 5.6 µM. 0.91% of 290,000 active;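 active = inhibition above the screen-wide mean plus 3 SD, computed separately per campaign, cut at about 16% in these data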;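 note: 0% = DMSO wells and 100% = 60 µM geldanamycin wells; inhibitors lower the luminescence because luciferase stays unfolded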
# KLF5 inhibitor: KLF5 expression inhibitors, primary screen, DLD-1 cells, luminescence | DLD-1 KLF5 promoter-luciferase reporter | inhibition, % at 5 µM | 0.23% of 290,000 active;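 active = inhibition above a per-plate limit of that plate's mean compound inhibition plus 3 SD, cut at about 60% in these data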;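 note: 0% = DMSO wells and 100% = LY294002 at 200 µM; higher means less KLF5 promoter-driven luciferase light; inactives centre near -14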
# HSF1 activator: HSF-1 activators, primary screen, NIH3T3-HGL cells, MG132 stress, luminescence, single point. NIH3T3-HGL HSF-1 luciferase reporter, 8 h; 100% = twice DMSO control signal. activation, % at 9 µM. 1.7% of 300,000 active. AID 504408, 2011;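 active = mean replicate activation of at least 50% with a set share of replicates each reaching 50%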;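 note: 0% = median of the neutral control wells and 100% = twice that signal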
# Numbers without * were called inactive; x = no result given.
Molecule	GSK3beta inhib	AI-2 QS mod	HIF act	HSF1 inhib	IEC-6 cytotox	GSK3 alpha inh	aSyn UTR inh	HSP90 inh	KLF5 inhibitor	HSF1 activator
Cc1[nH][nH]c(=O)c1C(c1ccc(-c2ccc(Cl)cc2)o1)c1c(C)[nH][nH]c1=O	0	17	-1.9	-3	-5	-1	-9	10	-14	17
OCC1(Cc2ccccc2)CCCN(Cc2ccc3c(c2)OCCO3)C1 (stereo unspecified)	4	18	-0.4	-1	-5	-3	14	-2	-27	-4
COc1ccc(CCNC(=O)Cc2cccs2)cc1	0	17	-0.1	-55*	4	2	-44	-3	0	-67
CCOC(=O)c1ccc(NC(=O)C(C)Sc2nc(O)c(-c3ccccc3)c(=O)[nH]2)cc1 (stereo unspecified)	-5	-21	-0.3	4	-2	-2	-9	-3	-30	6
COc1ccc(S(=O)(=O)N(C)C2CCS(=O)(=O)C2)cc1OC (stereo unspecified)	-1	19	-0.2	-10	-6	-1	13	3	-19	-1
N#CCCN(C(=O)COC(=O)Cc1c[nH]c2ccccc12)c1ccccc1	2	17	0.0	-2	x	1	6	x	x	-22
CC(C)(C)NC(=O)C(OC(=O)c1cccs1)c1ccc(C#N)cc1 (stereo unspecified)	3	28	-0.8	11	-2	0	14	1	-18	35
Fc1ccc(COc2ccc(Br)cc2CNCc2ccncc2)cc1	2	34	0.4	25	-2	9	38	3	-25	14
O=C(O)CSc1nnc(Cc2ccccc2)n1Cc1ccccc1	5	-3	0.0	-2	-3	-1	-11	-2	-7	-3
CCOc1ccc(S(=O)(=O)Nc2ccc(C(=O)N/N=C(\C)c3ccc(-n4ccnc4)cc3)cc2)cc1	4	34	1.5	-1	-4	-1	-8	-3	-25	-4
CCOCCn1c(N2CCCC2)nc2c1c(=O)[nH]c(=O)n2C	0	5	0.6	-16	1	-2	6	2	-21	-33
O=C(NC(=S)NCc1ccc(-c2nc3ccccc3s2)cc1)c1ccco1	-1	3	1.0	16	-6	-1	-53	4	-70	44
CCN(CC)S(=O)(=O)c1cccc(NC(=O)COC(=O)CCc2nc3ccccc3s2)c1	4	11	-0.1	-4	-2	0	23	-4	3	-4
Cc1ccc(/C=N/Nc2cn[nH]c(=O)n2)o1	1	1	0.0	-8	-10	0	-22	5	-25	-2
CN1CCC(=C2c3ccccc3C(O)c3ccccc32)CC1 (stereo unspecified)	-2	17	-13	0	-2	0	1	-3	-25	-5
CCOc1cc(C(=O)Nc2cccnc2)cc(OCC)c1OCC	-1	9	0.2	6	1	0	3	2	-26	13
O=C(Nc1nccs1)C1CC=CCC1 (stereo unspecified)	1	17	1.8	-7	-1	3	18	-3	-32	-12
CC(CC(=O)Nc1ccncc1)c1ccccc1 (stereo unspecified)	-19	13	-0.7	2	-2	2	7	-1	-18	-14
O=C(NCc1ccc(F)cc1)C1CCCN(S(=O)(=O)c2ccc(Br)s2)C1 (stereo unspecified)	x	x	0.3	-4	-5	-1	21	4	-2	3
CCNC(=S)N(CCc1ccccc1C)Cc1cc2cc(OC)c(OC)cc2[nH]c1=O	-5	3	2.2	1	3	-1	27	8	-7	5

# (cont.)
Molecule	GSK3beta inhib	AI-2 QS mod	HIF act	HSF1 inhib	IEC-6 cytotox	GSK3 alpha inh	aSyn UTR inh	HSP90 inh	KLF5 inhibitor	HSF1 activator
N=c1c(S(=O)(=O)c2ccccc2)cc2c(=O)n3ccccc3nc2n1CCCN1CCOCC1	2	23	-0.4	0	-8	0	-11	2	-27	6
CCN(CC)S(=O)(=O)c1ccc2oc(C(=O)NCCCN3CCOCC3)c(C)c2c1	-1	10	-0.2	-10	-2	0	19	1	-28	2
COc1cc(/C=N/N2CCN(c3ccccc3)CC2)ccc1OC(C)=O	-1	6	0.6	-2	-11	-2	-21	-7	-48	-2
C=CCOc1ccc(NC(=O)C2CC(=O)N(C(C)C)C2)cc1 (stereo unspecified)	-3	4	0.6	0	2	0	-5	2	-6	0
CC1c2[nH]c3ccccc3c2CCN1C(=O)Nc1ccccc1 (stereo unspecified)	-4	0	-0.1	-19	12	-2	1	0	-26	-32
O=C(CCSCc1ccc(Cl)cc1)NCc1ccco1	6	3	0.5	-4	-4	-1	-22	-2	-3	-8
CCc1cc(=O)[nH]c(SCC(=O)Nc2cc(C)on2)n1	5	36	-0.2	-8	x	-5	5	x	x	3
Cc1ccc(CN2CCN(/N=C/c3cc([N+](=O)[O-])ccc3Cl)CC2)cc1	-14	32	-0.3	7	0	3	6	-3	-34	9
O=C(Oc1ccc(Oc2ccccc2)cc1)N1CCC(O)CC1	-1	23	3.4	6	-9	-2	-59	2	-129	7
COc1cc(-c2[nH]ncc2CN(C)Cc2cc(C)[nH]n2)cc(OC)c1OC	0	7	-0.4	-7	-4	-1	2	3	-13	-20
COC(=O)c1ccc(CSc2nnc(N)s2)o1	6	6	0.0	2	0	x	17	1	-4	0
O=C(COc1ccc(S(=O)(=O)N2CCCC2)cc1)NCc1cccnc1	1	-14	0.0	0	-7	-3	-6	-6	-12	-8
Cc1cc(S(=O)(=O)N(C)CCc2ccccc2)ccc1-n1cnnn1	1	12	-0.3	-8	-6	-1	-8	-1	-4	4
O=C(CN1C(=O)NC2(CCCC2)C1=O)N1CCN(c2ccccc2O)CC1	0	30	0.0	-3	x	3	1	x	x	-3
COc1ccc(Cc2noc(CN3CCN(c4ccc(Cl)cn4)CC3)n2)cc1OC	-1	6	-0.1	-2	-3	-1	24	0	-19	12
CCC(=O)N1C(C(=O)O)CSC1c1ccc(OC)cc1 (stereo unspecified)	-4	10	-0.1	-5	2	-1	6	-1	10	-10
COCc1nnc(SCC(=O)NC(C)c2ccccc2)n1-c1ccccc1 (stereo unspecified)	0	28	-0.1	-2	-1	6	14	8	14	-1
O=C(NNS(=O)(=O)c1ccc(Br)cc1)c1ccncc1	-1	-3	-0.1	2	-1	1	-12	-4	4	24
Cn1c(=O)c2c(nc(N/N=C/c3cccnc3)n2Cc2ccc(F)cc2)n(C)c1=O	2	13	1.5	-4	-1	0	1	-4	0	20
CC(=O)NCCc1ccc(S(=O)(=O)Nc2cccnc2)cc1	1	16	-0.1	-2	3	-1	6	-3	12	-5

# More entries:
Molecule	GSK3beta inhib	AI-2 QS mod	HIF act	HSF1 inhib	IEC-6 cytotox	GSK3 alpha inh	aSyn UTR inh	HSP90 inh	KLF5 inhibitor	HSF1 activator
COc1ccc(CNC(=O)c2cc(=O)c3c(C)cc(C)cc3o2)cc1	-1	27	-1.7	7	17	-4	-18	-1	-2	-6
CC(/C=N/NC(=O)Cc1cccn1C)=C\c1ccccc1	2	32	1.0	6	9	-1	-118	1	3	-5
Cc1ccc(OCC(=O)OCC(=O)Nc2sccc2C(N)=O)cc1C	1	36	0.2	0	1	4	-2	3	-30	3
CC(=O)c1sc(N/N=C\c2c(O)ccc3ccccc23)nc1C	-1	-1	3.9	15	x	1	27	x	x	33
Cc1nc2ccc(NC(=O)N3CCCCC3)cc2s1	-1	32	0.7	-6	-5	-2	-106	-2	-57	16
O=C(CCC1CCCN(Cc2ccncc2)C1)NCc1ccc(F)c(F)c1 (stereo unspecified)	0	10	-0.3	-6	-6	11	1	2	8	-5
CCC(=O)N(Cc1cc(=O)[nH]c2ccccc12)c1ccc(OC)cc1	-1	7	-1.7	-4	-3	4	8	-3	-40	-10
CCCNS(=O)(=O)c1ccc(OCC(=O)NCC2CCCO2)cc1 (stereo unspecified)	7	22	-0.4	-1	-1	-2	6	2	-20	-3
COc1ccc(NC(=O)Nc2nc3ccccc3s2)cc1	-3	9	2.1	19	12	8	-150	0	-143	39
Cc1ccc(NS(=O)(=O)c2c(C)[nH]c(C)c2C(=O)N2CCCCC2)cc1C	0	14	-0.1	-13	-1	1	-8	-1	-23	-7
Cc1ccc(OCC(=O)Nc2ccc(S(=O)(=O)Nc3ccccn3)cc2)cc1	3	-61	-0.2	-3	4	0	27	-1	-15	-8
Cn1c(N2CCN(C(=O)Nc3ccc(F)cc3)CC2)nc2ccccc21	-1	66	0.9	1	6	0	-2	0	-4	0
NCCCn1c(C(=O)c2ccc(Cl)cc2)c2ccc(C(F)(F)F)cc2[n+]1[O-]	-3	5	-0.9	-4	x	4	-12	x	x	-2

# Already shown: an excerpt of the list.
Molecule	GSK3beta inhib	AI-2 QS mod	HIF act	HSF1 inhib	IEC-6 cytotox	GSK3 alpha inh	aSyn UTR inh	HSP90 inh	KLF5 inhibitor	HSF1 activator
CC(=O)c1sc(N/N=C\c2c(O)ccc3ccccc23)nc1C	-1	-1	3.9	15	x	1	27	x	x	33
Cc1nc2ccc(NC(=O)N3CCCCC3)cc2s1	-1	32	0.7	-6	-5	-2	-106	-2	-57	16
O=C(CCC1CCCN(Cc2ccncc2)C1)NCc1ccc(F)c(F)c1 (stereo unspecified)	0	10	-0.3	-6	-6	11	1	2	8	-5
CCC(=O)N(Cc1cc(=O)[nH]c2ccccc12)c1ccc(OC)cc1	-1	7	-1.7	-4	-3	4	8	-3	-40	-10
CCCNS(=O)(=O)c1ccc(OCC(=O)NCC2CCCO2)cc1 (stereo unspecified)	7	22	-0.4	-1	-1	-2	6	2	-20	-3
COc1ccc(NC(=O)Nc2nc3ccccc3s2)cc1	-3	9	2.1	19	12	8	-150	0	-143	39
Cc1ccc(NS(=O)(=O)c2c(C)[nH]c(C)c2C(=O)N2CCCCC2)cc1C	0	14	-0.1	-13	-1	1	-8	-1	-23	-7
Cc1ccc(OCC(=O)Nc2ccc(S(=O)(=O)Nc3ccccn3)cc2)cc1	3	-61	-0.2	-3	4	0	27	-1	-15	-8
Cn1c(N2CCN(C(=O)Nc3ccc(F)cc3)CC2)nc2ccccc21	-1	66	0.9	1	6	0	-2	0	-4	0
NCCCn1c(C(=O)c2ccc(Cl)cc2)c2ccc(C(F)(F)F)cc2[n+]1[O-]	-3	5	-0.9	-4	x	4	-12	x	x	-2
